# EWS-Fli block = inhibitors of EWS/Fli oncoprotein transcriptional activity; AID 651661; A673 NR0B1-luciferase reporter, viability-normalised; inhibition, % at 12.6 µM; hit rate 0.67% among 350,000;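 active = mean inhibition of at least 50% after viability correction, with every replicate also passing that limit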;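 note: firefly luciferase signal divided by Alamar Blue viability fluorescence both relative to DMSO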
# LGR2 antag = Drosophila LGR2 receptor signaling inhibition; inhibition, % at 9.99 µM; hit rate 0.35% among 380,000; HEK293 LGR2, CRE-luciferase, bursicon-stimulated, 4 h;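 active = drop in luminescence signal, shown as inhibition above about 50% in the replicate tests, limit read from the data, passing the limit was not always enough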;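 note: agonist challenge used bursicon conditioned medium at about half maximal strength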
# PglD DTNB = inhibitors of Campylobacter jejuni PglD acetyltransferase; inhibition, % at 12.5 µM; hit rate 0.098% among 360,000; purified PglD enzyme, DTNB colorimetric CoA detection; in the data active = inhibition above about 16%, passing the limit was not always enough; note: strong numbers were not always called active
# S100A4 inh HTS = blocks human S100A4 binding to myosin IIA peptide; P26447; S100A4/TAMRA-MyoIIA peptide fluorescence polarization; inhibition, % at 10.7 µM; hit rate 0.14% among 360,000;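 active = mean inhibition of at least 70% across replicates, with every replicate also reaching that level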
# Target sequence (P26447 whole entry, looked up): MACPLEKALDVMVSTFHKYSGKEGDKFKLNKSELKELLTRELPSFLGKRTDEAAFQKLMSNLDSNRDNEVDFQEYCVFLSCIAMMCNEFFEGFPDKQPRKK
#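 Test system: S100A4 monomer protein; Medium: HEPES pH 7.2 with CaCl2, KCl, NaCl, DTT, Triton; Probe or stimulus: TAMRA-labelled myosin IIA heavy-chain peptide probe, 5 nM; Doses: one dose per compound; Times: polarization read 5 min after assay mix addition, stable 5–60 min; Benchmarks: neutral control DMSO, positive control TFP.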
# ERAP1 HTS inh = blocks human ERAP1 aminopeptidase activity; Q9NZ08; recombinant ERAP1, Leu-AMC fluorescence, 60 min; inhibition, % at 10.7 µM; hit rate 0.15% among 340,000; AID 652197;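 active = mean replicate inhibition of at least 30%, or all replicates individually reaching that 30% level; inactive = mean below 30% and not every replicate reaching it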;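 note: 0% = neutral control wells and 100% = L-leucinethiol positive control wells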
# Target sequence (Q9NZ08 whole entry, looked up): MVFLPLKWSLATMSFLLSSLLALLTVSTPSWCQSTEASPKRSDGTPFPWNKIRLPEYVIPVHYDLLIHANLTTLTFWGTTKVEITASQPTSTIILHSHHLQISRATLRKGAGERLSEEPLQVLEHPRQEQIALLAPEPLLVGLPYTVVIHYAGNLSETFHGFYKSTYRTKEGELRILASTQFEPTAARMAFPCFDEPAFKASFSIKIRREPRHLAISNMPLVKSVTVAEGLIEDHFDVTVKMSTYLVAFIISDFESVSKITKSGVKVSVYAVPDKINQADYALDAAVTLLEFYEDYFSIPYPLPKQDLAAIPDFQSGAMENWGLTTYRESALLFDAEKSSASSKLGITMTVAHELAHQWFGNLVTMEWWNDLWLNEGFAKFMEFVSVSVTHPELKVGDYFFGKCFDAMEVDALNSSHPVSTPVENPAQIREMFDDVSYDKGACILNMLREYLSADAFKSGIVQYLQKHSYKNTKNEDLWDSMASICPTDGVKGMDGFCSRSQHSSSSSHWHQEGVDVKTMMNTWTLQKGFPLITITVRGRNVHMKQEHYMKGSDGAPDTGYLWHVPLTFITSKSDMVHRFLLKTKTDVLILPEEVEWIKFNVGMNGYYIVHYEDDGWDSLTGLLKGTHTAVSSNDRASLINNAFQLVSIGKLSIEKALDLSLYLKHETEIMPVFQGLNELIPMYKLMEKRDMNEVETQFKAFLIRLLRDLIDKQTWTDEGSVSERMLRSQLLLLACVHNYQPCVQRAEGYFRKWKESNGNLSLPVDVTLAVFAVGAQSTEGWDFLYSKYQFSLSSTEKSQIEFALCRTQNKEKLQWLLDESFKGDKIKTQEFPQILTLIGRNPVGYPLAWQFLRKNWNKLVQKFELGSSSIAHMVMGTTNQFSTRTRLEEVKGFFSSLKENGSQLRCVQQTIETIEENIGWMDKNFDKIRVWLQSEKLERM
# FN deposition inh = fibronectin deposition inhibition; AH1F fibroblasts, Alexa488-fibronectin deposition fluorescence, overnight; inhibition, % at 12.6 µM; hit rate 0.086% among 350,000;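 active = mean inhibition across replicates of 30% or more, regardless of how many single replicates reach that level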;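 note: positive control wells lacked labelled fibronectin entirely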
#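 Assay system: AH1F fibroblasts / Quantity: 10000 cells per well / Medium: DMEM plus 2% serum, read in PBS / Reagent: labelled fibronectin 24 nM / Dosing: single dose, pinned / Times: 1 h cell attachment, overnight exposure to compound and label / Signal: fluorescence, ex 485 nm, em 525 nm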
# PAX8 inh HTS = lowers PAX8-driven luciferase in RMG-I cells; inhibition, % at 12.6 µM; RMG-I TPO-luciferase reporter, SteadyGlo, 24 h; hit rate 1.2% among 360,000;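 active = mean replicate inhibition at least 60% with every replicate also reaching 60%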;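 note: luciferase light reporting Pax8 driven TPO promoter activity; plate controls were median of neutral control wells for no effect and mitoxantrone controls for full effect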
# PGC1a acetyl inh = PGC1a acetylation modulation, inhibitor mode | hit rate 0.17% among 350,000 | inhibition, % at 15.6 µM | U2OS PGC1a acetylation, AlphaScreen anti-acetyl-lysine; with virally co-expressed GCN5 acetyltransferase;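 active = every replicate shows inhibition of at least 40%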;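 note: 0% = neutral control wells and 100% = positive control wells; some results beyond the cut were filed as inactive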
# The depositor's hits bear a star; · = no result given.
# Every second line gives: EWS-Fli block	LGR2 antag	PglD DTNB	S100A4 inh HTS	ERAP1 HTS inh	FN deposition inh	PAX8 inh HTS	PGC1a acetyl inh
C/C=C/c1ccc([C@@H]2[C@@H](CO)N[C@@H]2CN(C(=O)C2CCCC2)C(C)C)cc1
→ 0	12	0	·	·	-12	2	8
CN(C(=O)COc1ccc(Oc2ccccc2)cc1)C1CCS(=O)(=O)C1 (stereo not given)
→ 3	10	0	-1	1	7	-10	·
CC(=O)Nc1ccc(NC(=O)c2ccc(COc3ccccc3Br)o2)cc1
→ 14	-2	-1	-2	3	-2	3	·
O=C(NCCN1CCOCC1)C12CC3CC(C1)CC(c1ccccc1)(C3)C2
→ 8	1	·	7	0	·	2	-6
CNC(=O)C[C@@H]1CC[C@@H]2[C@H](COc3ccc(NC(=O)c4ccc(OC)cc4)cc3C(=O)N2C)O1
→ 0	5	2	32	5	2	-10	1
COc1ccc(C(c2nnnn2C(C)(C)C)N2CCN(C(=O)c3ccco3)CC2)cc1 (stereo not given)
→ 5	4	-3	7	-2	6	0	·
CN(C)S(=O)(=O)c1cc(NC(=O)Cn2ccsc2=N)ccc1Cl
→ -7	6	·	-4	-4	-9	-11	·
CCOc1ccc(C(=O)Nc2ccc(NC(=O)c3cccs3)cc2)cc1[N+](=O)[O-]
→ ·	-22	-4	·	·	·	-8	-10
CCCCN1CCC(COC(=O)c2cc(Cl)c(N)c3c2OCCO3)CC1
→ -20	11	-1	-4	-4	6	4	3
Nc1c(N2CCCC2)c2ccccc2oc1=O
→ 15	20	21*	-1	2	-14	17	0
CSCCC(NC(=O)COc1ccccc1)C(=O)OCc1ccc([N+](=O)[O-])cc1 (stereo not given)
→ -8	3	-4	12	-1	-4	-2	7
CSCC[C@H](NC(=O)N1CCn2c1nc1ccccc12)C(=O)N[C@H](Cc1ccccc1)C(=O)O
→ -5	6	-4	-2	0	·	·	2
O=C(Cn1cc(-c2nnnn2-c2ccc(Cl)cc2)c(=O)c2ccccc21)c1ccccc1
→ ·	·	-3	·	·	6	24	-7
COc1ccc(NC(=O)N[C@@H]2C=C[C@@H](CC(=O)NC3CCC3)O[C@H]2CO)cc1
→ 0	2	0	2	2	·	-11	-15
Cc1nc2ccccc2c2oc(C(=O)NCc3ccc4c(c3)OCO4)cc12
→ 15	11	-8	-5	-3	1	24	0
CCOCCCNC(=O)CN1C(=O)COc2ccc(S(=O)(=O)N3CC(C)CC(C)C3)cc21 (stereo not given)
→ -9	12	2	-2	0	-8	6	-2
CCCCCNC(=O)c1ccc2c(=O)n(CCCOCC)c(=S)[nH]c2c1
→ 5	-4	-3	1	-1	·	-7	6
COc1ccc(-c2nnnn2C(C)C)cc1
→ -1	16	-7	-1	1	-3	1	1
COc1cc(C(=O)COC(=O)c2c(C)noc2C)cc(OC)c1OC
→ -8	-7	6	-2	1	1	0	-3
COC(=O)c1ccc(S(=O)(=O)N2Cc3ccccc3C2)cc1
→ 2	24	·	15	-2	3	-14	-21
Cc1cc(Cl)c(C)c(S(=O)(=O)N2CCN(CC(=O)N3CCOCC3)CC2)c1Cl
→ 10	-18	-5	7	0	12	-4	-3
Cc1ccc(NC(=O)CCn2c(=S)oc3ccccc32)cc1F
→ 5	-8	3	-7	-1	-1	-25	5
CCCCn1c(-c2ccc(Br)cc2F)nc2c1c(=O)[nH]c(=O)n2CC(C)C
→ 17	25	-2	3	2	6	20	-2
C[C@H]1CN([C@@H](C)CO)C(=O)c2cccc(NC(=O)c3cnccn3)c2O[C@@H]1CN(C)Cc1ccc(C(=O)O)cc1
→ -4	20	-1	-8	3	·	·	1
COc1cccc(C(=O)NCCCc2ccccc2)c1OC
→ -26	-9	2	-2	-2	1	-73	32
CCc1nc2c(OCCOc3ccccc3)cccn2c1N(C=O)Cc1ccc(OC)cc1
→ 10	3	2	0	-1	4	-3	·
O=[N+]([O-])c1ccc2c(c1)C(N1CCN(CCO)CC1)Cc1ccc(F)cc1S2 (stereo not given)
→ -3	-2	0	7	1	-2	21	-4
Cc1c(C(=O)N2CCNCC2)oc2ccccc12
→ -4	1	3	8	-6	5	6	4
Cc1cccc2c(N=O)c(O)n(CCc3ccccc3)c12
→ ·	10	-2	-4	-1	20	21	-9
CSc1ccc(/C=N/NC(=O)c2cccs2)cc1
→ -122	·	0	-5	3	-4	-254	3
CC1(C(=O)N2CC3(CC(c4cccc(NC(=O)CC(c5ccccc5)c5ccccc5)c4)=NO3)C[C@@H]2C(N)=O)CC1 (stereo not given in full)
→ -22	3	-2	-3	-1	-10	7	-5
Cc1ccc2c(c1)C1CN(C)CCC1N2CC(=O)N(C)c1ccccc1 (stereo not given)
→ 0	20	-3	0	7	·	·	-3
COc1ccccc1N1CCN(C(=O)CSc2nc3ccccc3nc2N2CCC(C)CC2)CC1
→ 3	2	-6	-1	-5	4	20	10
COc1ccc(/C=N/Nc2ncnc3c2[nH]c2ccc(C)cc23)c(OC)c1OC
→ 5	·	1	-3	·	-1	37	-14
O=C(C[C@H]1CC[C@@H](NC(=O)C2CCC2)[C@@H](CO)O1)NCc1ccccc1Cl
→ -3	6	2	-1	1	·	-15	-2
COc1ccc(NC(=O)C2CC(=O)n3c(nc4ccccc43)N2)cc1 (stereo not given)
→ 5	4	-9	5	-2	4	4	8
C/C=C/c1ccc([C@H]2[C@H]3CN(C(=O)Cc4cccnc4)CC(=O)N3[C@H]2CO)cc1
→ 8	14	·	12	2	·	5	4
Cc1ccc(C)c(S(=O)(=O)N2CCCC2CNC(=O)C(=O)NCc2ccccc2)c1 (stereo not given)
→ 0	-6	-3	-2	3	5	-2	-16
COc1ccc(OC)c(NC2c3ncccc3C(=O)N2Cc2ccco2)c1 (stereo not given)
→ 6	-20	5	-7	2	·	·	-2
COc1ccc([C@H]2CC(=O)C=C(c3cc(C=O)ccc3OC)C2)cc1OC
→ -7	-18	2	-2	2	6	-1	·
O=C(Oc1cccc(NC2=NS(=O)(=O)c3ccccc32)c1)c1cccnc1
→ -11	17	·	-4	-3	5	10	0
Cc1ccc2nc(NC(=O)CSc3ncnc4c3oc3ccccc34)sc2c1
→ -1	6	-1	1	5	-12	12	8
O=C(NCCc1ccncc1)Nc1ccccc1Cl
→ ·	8	1	·	·	-14	·	1
Cc1cccc(CSC2=NCCN2C(=O)c2ccco2)c1
→ -4	-6	4	1	·	10	-9	-9
Cc1cc(NC(=O)C(C)SCC(=O)OCC(=O)N(Cc2ccccc2)C(C)(C)C)no1 (stereo not given)
→ 2	10	-1	-4	1	10	·	0
CCCNC(=O)Nc1ccc2c(c1)C(=O)N(C)C[C@@H](OC)[C@H](C)CN(Cc1ccc(-c3ccccn3)cc1)[C@H](C)CO2
→ -10	-15	-1	2	0	4	·	12
COc1cc2c(cc1OC)C(Nc1ccc(S(N)(=O)=O)cc1)=NC(C)(C)C2
→ -7	-22	·	-2	-1	13	-29	·
COC(=O)c1cc(C(=O)N(Cc2ccccc2)c2ccccn2)cc([N+](=O)[O-])c1
→ 8	22	-11	11	-1	3	-1	-4
CN1CCN(C(=S)Nc2ccc(Oc3ccccc3)cc2)CC1
→ -10	-16	-1	-3	6	-16	3	-6
CC(C)=C1SC(N2CCN(c3ccc(Cl)cc3)CC2)=NC1=O
→ -1	3	·	-2	0	·	-32	-1
CSCCC(C(=O)Nc1c(C)cccc1C)N1CCN(C/C=C/c2ccccc2)CC1 (stereo not given)
→ -2	-11	-2	-2	-5	7	10	12
CCCCn1nnnc1NCc1cc(OC)c(OC)c(OC)c1
→ 3	0	0	11	0	·	·	-4
COC(=O)COc1ccc(NC(=O)c2ccco2)cc1
→ 1	-6	-12	1	-2	-1	8	-5
C[C@@H]1CN([C@H](C)CO)C(=O)Cc2cc(NS(C)(=O)=O)ccc2O[C@H]1CN(C)S(C)(=O)=O
→ -2	9	-2	17	0	·	·	6
CO[C@H]1CN(C)C(=O)c2ccc(NC(=O)c3cccc(F)c3)cc2OC[C@@H](C)N(C(C)=O)C[C@H]1C
→ 4	4	-5	-5	1	·	·	-9
Cc1ccc2c(c1)c(C1=c3ccccc3=NC1=O)c(O)n2C
→ 64*	12	2	-1	0	-3	7	·
CCC(=O)NC[C@@H]1[C@@H](c2ccc(C3=CCCC3)cc2)[C@@H](CO)N1CC1CC1
→ 5	-11	·	2	-2	-21	·	·
O=C(O)/C(=C\c1ccco1)NC(=O)c1ccccc1
→ 4	1	-1	8	-1	-6	31	-2
O=c1cc(N2CCOCC2)cnn1-c1ccccc1
→ -33	-39	6	-24	-1	1	33	1
COc1cccc(CN(C)C[C@H]2OCc3cn(nn3)CCCC(=O)N([C@H](C)CO)C[C@@H]2C)c1
→ -4	7	-4	2	1	-5	·	-3

# Compounds listed so far that have a tert-butyl group:
# Every second line gives: EWS-Fli block	LGR2 antag	PglD DTNB	S100A4 inh HTS	ERAP1 HTS inh	FN deposition inh	PAX8 inh HTS	PGC1a acetyl inh
COc1ccc(C(c2nnnn2C(C)(C)C)N2CCN(C(=O)c3ccco3)CC2)cc1 (stereo not given)
→ 5	4	-3	7	-2	6	0	·
Cc1cc(NC(=O)C(C)SCC(=O)OCC(=O)N(Cc2ccccc2)C(C)(C)C)no1 (stereo not given)
→ 2	10	-1	-4	1	10	·	0

# The results go on:
# Every second line gives: EWS-Fli block	LGR2 antag	PglD DTNB	S100A4 inh HTS	ERAP1 HTS inh	FN deposition inh	PAX8 inh HTS	PGC1a acetyl inh
O=C1NC(Cc2c[nH]c3ccccc23)C(=O)N1c1ccc(F)cc1 (stereo not given)
→ ·	·	4	·	·	8	4	3
C[C@@H]1CN([C@H](C)CO)S(=O)(=O)c2ccc(C3=CCCCC3)cc2O[C@H]1CN(C)C(=O)c1ccncc1
→ -3	4	-4	10	-2	0	·	-2
Cc1ccc2occ(/C=N/NC(N)=S)c(=O)c2c1
→ -3	-8	11	6	2	5	8	·
CC(Cl)C(=O)Nc1c2c(nn1-c1ccccc1)CSC2 (stereo not given)
→ 3	1	-2	0	-1	13	8	-3
O=C(N[C@@H]1CC[C@@H](CCn2cc(C3(O)CCCC3)nn2)O[C@@H]1CO)C1CCC1
→ -3	-1	2	-4	1	·	-1	-9
C/C(=N\NC(=O)c1ccccc1)c1ccc2c(c1)OCO2
→ ·	·	-1	·	·	-5	-39	-11
Cc1sc2ncnc(SCC(=O)N3CCC(c4noc5ccc(F)cc45)CC3)c2c1C
→ ·	-11	0	·	·	-10	·	1
CCN(CC)CCOC(=O)C(c1ccccc1)C1CCCCC1 (stereo not given)
→ 20	2	0	2	0	1	-10	-19
COc1ccc(C(=O)N2CCCC(CCC(=O)NCc3ccc(F)c(F)c3)C2)o1 (stereo not given)
→ -29	4	-6	-4	3	·	-48	18
O=C1CN(C(=O)COc2ccc(Br)cc2Br)c2ccccc2N1
→ -9	-19	·	1	0	·	14	·
Nn1cnc2scc(-c3ccc(Cl)cc3)c2c1=O
→ -13	9	-7	0	11	0	12	19
C/C(=N/NS(=O)(=O)c1ccc(CC(C)C)cc1)c1ccncc1
→ 27	9	-3	-2	2	·	30	0
COc1ccc(/C=C/C(=O)C2CC2)cc1Cn1nc(C)c([N+](=O)[O-])c1C
→ 5	1	-7	-1	0	-1	25	1
CC(C)(C)S(=O)N1Cc2cn(Cc3ccccc3)c(=O)cc2[C@H]1CCO (stereo not given in full)
→ -1	-5	-4	-3	-1	-1	12	4

# Marked active in PglD DTNB, of those listed so far:
canonical_smiles	LGR2 antag	PglD DTNB	S100A4 inh HTS	ERAP1 HTS inh	PGC1a acetyl inh
Nc1c(N2CCCC2)c2ccccc2oc1=O	20	21*	-1	2	0

# Source: PubChem BioAssay
